Screening results (PubChem)
PAX8 inh HTS: inhibitors of PAX8-driven TPO luciferase reporter, primary screen, RMG-I cells, single concentration; SteadyGlo, 24 h; inhibition, % at 12.6 µM; 360,000 compounds, 1.2% hits;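 active means mean replicate inhibition at least 60% with every replicate also reaching 60%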;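 further: luciferase light reporting Pax8 driven TPO promoter activity; plate controls were median of neutral control wells for no effect and mitoxantrone controls for full effect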
ARNT TACC3 PPI: disruptors of ARNT/TACC3 protein interaction, primary screen, biochemical, AlphaScreen, single concentration | Transforming acidic coiled-coil-containing protein 3 (Homo sapiens), Q9Y6A5 | AlphaScreen His-ARNT PAS-B/GST-TACC3 binding, luminescence; TACC3 fragment carries E629A point mutation | 390,000 compounds, 0.66% hits | AID 623870, 2012 | inhibition, % at 9.99 µM;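 active means mean inhibition of replicates at least 50% and at least half of replicates each reaching 50%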;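 further: 0% = complete ARNT plus TACC3 wells and 100% = ARNT alone without TACC3; many hits fall short of the cut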
* marks the source's active call; other numbers are inactive results. Not all compounds are listed (hit frequency here may not be typical).

SMILES	PAX8 inh HTS	ARNT TACC3 PPI
O=C(CSc1nnc(C2CCCCC2)n1Cc1ccccc1)NCc1ccco1	17.6	-4.6
Cc1nc(CC(=O)Nc2nc(-c3ccccc3)cs2)cs1	-112.9	0.6
O=C(NCc1ccc(N2CCCC2=O)cc1)Nc1cccc2ccccc12	20.1	-2.2
CC(=O)N1CCc2cc(Br)cc(S(=O)(=O)N3CCN(C(=O)c4ccco4)CC3)c21	32.2	8.4
O=C(COC(=O)c1cccc(S(=O)(=O)N2CCOCC2)c1)Nc1ncc(C(F)(F)F)cc1Cl	-20.6	0.3
COc1ccc(OC(C)C(=O)NC2CC(C)(C)NC(C)(C)C2)cc1 (stereo not drawn)	-0.4	2.4
CCCCNC(=O)C1CCN(Cc2ccccn2)CC1	1.3	1.7
O=C(NCc1cccnc1)c1ccc(NC(=O)c2ccco2)cc1	-18.2	2.1
CC1=CCC2C(=O)N(c3nc(C)cc(C)n3)C(=O)C2C1 (stereo not drawn)	3.5	-2.1
O=[N+]([O-])c1cccc(/C(=N/N=C/c2ccccc2Br)C23CN4CN(CN(C4)C2)C3)c1	7.0	7.2

Two entries from above, comma-delimited:
SMILES,PAX8 inh HTS,ARNT TACC3 PPI
O=C(NCc1ccc(N2CCCC2=O)cc1)Nc1cccc2ccccc12,20.1,-2.2
CC(=O)N1CCc2cc(Br)cc(S(=O)(=O)N3CCN(C(=O)c4ccco4)CC3)c21,32.2,8.4

The results go on.
SMILES	PAX8 inh HTS	ARNT TACC3 PPI
COCc1cc(=O)[nH]c(/N=C(\N)Nc2cccc(C)c2)n1	-1.4	2.6
COc1cc2c(cc1OC)C(C(=O)NCc1ccco1)C1c3ccccc3CCN1C2=O (stereo not drawn)	0.2	-0.3
COC(=O)CCN(C(=O)c1cccc(OC(C)=O)c1)c1ccccn1	1.2	-29.7
CCOC(=O)CN(C(=O)CSc1nnc(CNc2ccc(F)cc2)o1)c1ccccc1	15.2	0.9
CN1CN(C)c2cccc3cccc1c23	11.5	0.3
Cc1cc(NS(=O)(=O)c2ccc(-c3ccccc3)cc2)no1	-5.5	-10.6
COc1ccc(S(=O)(=O)N2CCN(C(=O)COc3ccc4c(C)cc(=O)oc4c3)CC2)cc1	15.3	6.7
Cn1c(CCN2CCCCC2)nc2cc(NC(=O)NC3CCCCC3)ccc21	-12.7	2.2
Nc1nc2ccc(O)cc2s1	1.0	-20.6
COc1ccc(OC)c(N=c2oc3cc(O)ccc3cc2C(N)=O)c1	-116.3	-1.1
O=C(CCc1ccccc1O)N/N=C/c1ccc(Sc2cccc3cccnc23)o1	7.1	66.0*
O=C(c1ccccc1)N1CCN(C(=O)c2ccncc2)CC1	-7.0	-2.4
CCNc1nc(N2CCCCC2)nc(-n2nnc(C(=O)OCC)c2C)n1	9.9	-8.1
O=C(NOC(=O)c1cc(Br)ccc1Cl)c1cccs1	0.5	-27.2
CN1CCN(c2ccc(Cl)cc2NC(=O)c2ccc(S(=O)(=O)N(C)C)cc2)CC1	21.4	0.2
CN1CC(=O)N(CC(=O)NCCc2ccc(F)cc2)c2ccccc2C1=O	6.4	0.1
COCc1nnc(NS(=O)(=O)c2c(C)cc(C)cc2C)s1	-15.6	-29.8
COc1ccc(OC)c(C(=O)CC2OC(=O)c3ccccc32)c1 (stereo not drawn)	-22.2	-11.5
CCN(CC)C(=O)CSc1nnc(-c2cc3ccccc3cc2O)n1CC	-4.4	1.7
CC(=O)Nc1ccc(S(=O)(=O)N2CCN(c3cc(C)nc4ccccc34)CC2)cc1	3.2	0.4
Cc1cc(=O)oc2cc3c(cc12)OCCO3	-11.0	-4.1
Cc1n[nH]c(C)c1S(=O)(=O)N1CCCC(C(=O)Nc2nccs2)C1 (stereo not drawn)	10.9	-2.5
O=C(Nc1cccc2ccccc12)NC1CCCc2ccccc21 (stereo not drawn)	-3.7	-1.4
Cc1cccc(N(CC(=O)NC2CCCCC2)C(=O)c2c(C)noc2C)c1	5.7	-8.1
CC(C)c1cc(NCC2CCCO2)n2c(nc3ccccc32)c1C#N (stereo not drawn)	19.0	-0.6
CNC(=O)CSCCn1c(SCC(=O)NC)nc2ccccc2c1=O	-6.8	-2.8
Cc1ccccc1-n1c(C)nc2ccccc21	-61.4	7.5
Cn1cccc1/C=C1\CCC/C(=C\c2cccn2C)C1=O	-192.8	21.3
O=C(Cn1c(=O)sc2ccccc21)Nc1ccc(S(=O)(=O)N2CCCCC2)cc1	10.8	-0.2
CCc1nnc(NC(=O)CCC(=O)N2CCN(c3ccccn3)CC2)s1	12.1	-3.6
CN1CCN(c2ccc(Cl)cc2NS(=O)(=O)c2ccccc2Cl)CC1	-0.8	15.8
O=C1C2C3c4ccccc4C(c4ccccc43)C2C(=O)N1Cc1cccnc1 (stereo not drawn)	14.1	2.5
CCN(C(=O)CSc1ccc2c(c1)OCCO2)C1CCS(=O)(=O)C1 (stereo not drawn)	13.2	-1.7
Cc1ccc(NC(=O)CN2C(=O)S/C(=C/c3ccc(-c4cc(C(=O)O)ccc4C)o3)C2=O)cc1C	14.8	0.8
COc1ccc(CNC(=O)Oc2ccccc2)cc1Cl	13.8	-5.3
O=C(c1ccccc1)c1ccc(N2CCCC2)cc1	-231.9	-2.0
COc1ccc2cc(C(=O)NCCO)sc(=O)c2c1OC	3.9	-0.1
CC(=O)N(C)c1ccc(OCC(O)Cn2c3ccc(Cl)cc3c3cc(Cl)ccc32)cc1 (stereo not drawn)	47.7	-4.1
O=C(NC(=S)N(Cc1ccccc1)Cc1ccccc1)C1CCCCC1	8.3	-5.7
N#CC(c1ccc(O)cc1)N1CCCCC1 (stereo not drawn)	-12.2	-1.3
CCOC(=O)C1=C(C)N=C2SC(C)C(=O)N2C1c1cccc(F)c1 (stereo not drawn)	5.3	-5.7
O=C(CCCOc1ccc(Cl)cc1)N1CCOCC1	-19.6	-6.8
O=C(Cc1cccs1)Nc1nc2c(s1)CCCC2	-64.1	6.5
COc1ccc(C(c2nnnn2CC2CCCO2)N2CCC(C(N)=O)CC2)cc1 (stereo not drawn)	34.2	2.4
CCOC(=O)c1cnc(-n2nc(C)cc2C)nc1N1CCOCC1	-8.0	49.7*
COc1cc(S(=O)(=O)NCc2cccnc2)c(OC)cc1Br	-14.5	1.3
Cc1nc(NC(=O)c2ccccc2)sc1-c1csc(NCCc2ccccc2)n1	-17.0	1.3
CCOC(=O)c1cccc(C(=O)OCC)n1	-4.2	-3.4
Clc1ccccc1-c1nnc2sc(-c3ccc(Br)o3)nn12	12.0	1.5
CN(Cc1cccs1)C(=O)COc1cccc(-n2cnnn2)c1	11.8	-6.3
Remaining list, next part:
SMILES	PAX8 inh HTS	ARNT TACC3 PPI
CCCCNC(=S)NNC(=O)c1ccco1	7.2	-4.1
c1ccc(Cn2nnnc2-c2ccco2)cc1	-6.9	31.1
Cc1cccc(NC(=O)C23CCC(C)(C2Br)C3(C)C)c1 (stereo not drawn)	-17.3	-6.8
COc1ccc(/C=N/NC(=O)c2ccn[nH]2)cc1COc1ccc(F)cc1	-13.1	28.3
O=C(CSc1nnc(CNc2ccc(Cl)cc2)o1)Nc1nc2c(s1)CCCC2	10.2	7.7
CCC12CN(C(=O)c3ccc(OC)cc3)CC(CC)(CN(C(=O)c3ccc(OC)cc3)C1)C2=O	-0.2	1.7
Cc1cccc(CCNC(=O)C2CCCN(S(=O)(=O)c3cccc4nsnc34)C2)c1 (stereo not drawn)	14.8	-4.2
COc1cc(C2C(C#N)=C(N)Oc3n[nH]c(C)c32)cc2c1OCO2 (stereo not drawn)	1.1	12.4
CCOC(=O)Oc1ccc2oc(C)c(C(=O)OCCOC)c2c1	-47.5	-4.0
O=C1CCCc2c1cc(C(=O)Nc1ccc(Br)cn1)c(=O)n2-c1ccccc1	14.4	-0.9
CCn1c(SCc2ccc(Cl)cc2)nnc1-c1ccccc1	1.5	-8.2
Cc1cccn2c(=O)c3cc(C(=O)NCCCn4ccnc4)n(C)c3nc12	-37.4	-0.6
CCN(CC)S(=O)(=O)c1cccc(-c2nnc(SCC(=O)c3ccc(Cl)s3)n2C)c1	11.1	2.5
Cc1oc2cc3oc(=O)c4c(c3cc2c1C)CCC4	-59.8	-4.9
COC(=O)c1[nH]c2ccc(Cl)cc2c1NC(=O)Oc1ccccc1	-90.5	-9.1
CCOC(=O)c1cccc(NC(=O)CSc2nnc(C3CCCCC3)n2CC)c1	-2.1	-1.3
O=C(O)C1CCC(=O)N(C2CCCCC2)C1c1ccccc1 (stereo not drawn)	-7.7	-2.7
COC(=O)c1ccccc1NC(=O)CCNC(=O)Cn1cnc2ccccc2c1=O	-6.6	-2.9
CC1CCC(NC(=O)c2ccc3nc[nH]c3c2)CC1 (stereo not drawn)	-120.7	-1.1
Cc1ccc(OC(=O)c2ccc(N3CCOCC3)c([N+](=O)[O-])c2)cc1	-19.1	18.1
COc1ccc(N2C(=O)C3C4C=CC(C4)C3C2=O)nn1 (stereo not drawn)	-23.6	-20.7
C=CCn1c(SCC(=O)Nc2c(C)n(C)n(-c3ccccc3)c2=O)nc2sc(C)c(-c3ccccc3)c2c1=O	8.8	3.5
Cc1ccc(NC(=O)C2CCN(C(=O)NC3CCCCC3)CC2)cc1	-6.7	-17.2
CCC(C)(C)n1nnnc1C(c1ccncc1)N1CCC(Cc2ccccc2)CC1 (stereo not drawn)	20.4	-2.1
C/C(CC(=O)Nc1ccc(Cl)c(Cl)c1)=N\NC(N)=S	14.2	4.2
Cn1c(-c2ccc3nc(N)sc3c2)nc2cc(N)ccc21	58.8	6.0
CC(C)(C)NC(=O)C(=O)N/N=C/c1cccs1	-121.0	-7.6
O=C(N/N=C/c1ccc(O)cc1)/C(=C/c1ccc([N+](=O)[O-])cc1)NC(=O)c1ccccc1	-21.5	2.2
CCCOc1ccc(C(=O)NNC(=S)NC(C)=O)cc1	20.9	30.5
CCCNC(=O)c1oc2ccc3c(c2c1C)C(=O)CC(C)(C)O3	-156.5	-3.2
CC(C)C(NC(=O)C1CCCCC1)C(=O)N1CCN(c2ccc(F)cc2)CC1 (stereo not drawn)	11.9	-0.3
CCN(CC)S(=O)(=O)c1ccc(C(=O)Nc2cc(C)cc(C)c2)cc1	20.5	7.0
CC(C)Oc1ccc(C(CC(=O)O)NC(=O)CSc2ncn[nH]2)cc1 (stereo not drawn)	10.9	-4.5
COc1ccc(S(=O)(=O)N2CCCCC2C(=O)O)cc1OC (stereo not drawn)	-12.2	-5.5

Grouped by structure, those above with a furan ring, fused or not (twelve)
SMILES	PAX8 inh HTS	ARNT TACC3 PPI
O=C(CSc1nnc(C2CCCCC2)n1Cc1ccccc1)NCc1ccco1	17.6	-4.6
CC(=O)N1CCc2cc(Br)cc(S(=O)(=O)N3CCN(C(=O)c4ccco4)CC3)c21	32.2	8.4
O=C(NCc1cccnc1)c1ccc(NC(=O)c2ccco2)cc1	-18.2	2.1
COc1cc2c(cc1OC)C(C(=O)NCc1ccco1)C1c3ccccc3CCN1C2=O (stereo not drawn)	0.2	-0.3
O=C(CCc1ccccc1O)N/N=C/c1ccc(Sc2cccc3cccnc23)o1	7.1	66.0*
Cc1ccc(NC(=O)CN2C(=O)S/C(=C/c3ccc(-c4cc(C(=O)O)ccc4C)o3)C2=O)cc1C	14.8	0.8
Clc1ccccc1-c1nnc2sc(-c3ccc(Br)o3)nn12	12.0	1.5
CCCCNC(=S)NNC(=O)c1ccco1	7.2	-4.1
c1ccc(Cn2nnnc2-c2ccco2)cc1	-6.9	31.1
CCOC(=O)Oc1ccc2oc(C)c(C(=O)OCCOC)c2c1	-47.5	-4.0
Cc1oc2cc3oc(=O)c4c(c3cc2c1C)CCC4	-59.8	-4.9
CCCNC(=O)c1oc2ccc3c(c2c1C)C(=O)CC(C)(C)O3	-156.5	-3.2
